Assay outcomes from PubChem.
STK33 inh: blocks human STK33 kinase activity. inhibition, % at 12.5 µM. ADP-Glo luminescence, MBP substrate. 0.44% of 27,000 active; in the data active = inhibition above about 20%
Target sequence (Q9BYT3 whole entry, looked up): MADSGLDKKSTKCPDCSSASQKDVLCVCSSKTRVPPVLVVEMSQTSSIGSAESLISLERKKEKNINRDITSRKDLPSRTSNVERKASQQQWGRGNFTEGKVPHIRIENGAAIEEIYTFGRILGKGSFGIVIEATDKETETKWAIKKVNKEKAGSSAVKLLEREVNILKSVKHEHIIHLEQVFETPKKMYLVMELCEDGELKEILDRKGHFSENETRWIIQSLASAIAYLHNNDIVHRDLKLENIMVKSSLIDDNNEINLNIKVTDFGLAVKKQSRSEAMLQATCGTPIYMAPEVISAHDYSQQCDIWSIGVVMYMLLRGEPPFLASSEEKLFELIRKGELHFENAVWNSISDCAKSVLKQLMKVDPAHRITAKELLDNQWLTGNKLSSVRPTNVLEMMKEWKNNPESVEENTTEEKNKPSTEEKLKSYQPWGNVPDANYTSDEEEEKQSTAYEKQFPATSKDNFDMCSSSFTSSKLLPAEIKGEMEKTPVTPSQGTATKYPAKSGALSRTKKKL
p53 PUMA act: mutant p53 pathway reactivation; activation, % at 9.98 µM; SW480 PUMA-promoter luciferase; 1.5% of 28,000 active; in the data active = activation above about 52%
* = called active by the depositor; / = not tested or not shown.

SMILES	STK33 inh	p53 PUMA act
CC(=O)C1=C(C)N(CC2CCCO2)C(=O)C1(NC(=O)c1ccc(C(C)(C)C)cc1)C(F)(F)F (configuration not stated)	-4	18
C[C@@H]1CCCCO[C@@H](CN(C)Cc2ccccc2)[C@@H](C)CN([C@H](C)CO)C(=O)c2cc(NS(C)(=O)=O)ccc2O1	-3	2
Cc1nnc(SCc2ccon2)n1-c1ccccc1	1	1
O=C1C[C@H](c2ccc(O)cc2)Oc2c1c(O)cc(O)c2[C@@H]1C(=O)c2c(O)cc(O)cc2O[C@H]1c1ccc(O)cc1	5	-11
C[C@@H]1CN([C@H](C)CO)C(=O)c2cc(NC(=O)NC3CCCCC3)ccc2O[C@@H]1CN(C)S(=O)(=O)c1ccc(Cl)cc1	/	-33
COc1cc(C[C@H]2COC(=O)[C@@H]2Cc2ccc(O)c(OC)c2)ccc1O	-1	-20
C[C@@H]1CN([C@H](C)CO)C(=O)Cc2cc(NC(=O)Nc3cccc4ccccc34)ccc2O[C@@H]1CN(C)Cc1ccc(-c2ccccc2)cc1	3	/
C[C@H](CO)N1C[C@H](C)[C@@H](CN(C)S(=O)(=O)c2cn(C)cn2)Oc2c(NC(=O)c3ccc(-c4nccs4)cc3)cccc2C1=O	/	-5
COc1ccc(NC(=O)N(C)C[C@H]2Oc3ccc(NS(=O)(=O)c4ccc(OC)cc4)cc3CC(=O)N([C@@H](C)CO)C[C@@H]2C)cc1	5	/
O=C(CSc1nc2ccc([N+](=O)[O-])cc2[nH]1)Nc1cc(C(F)(F)F)cc(C(F)(F)F)c1	-9	-28
O=C(NCCCN1CCCC1)Nc1ccccc1[N+](=O)[O-]	0	-1
C[C@H](CO)N1C[C@H](C)[C@H](CN(C)C(=O)Nc2ccc3c(c2)OCO3)Oc2ccc(NC(=O)Nc3ccc(F)cc3)cc2CC1=O	0	/
C[C@H]1CCCCO[C@@H](CN(C)Cc2ccncc2)[C@@H](C)CN([C@@H](C)CO)C(=O)c2cc(NC(=O)Nc3ccc(F)cc3)ccc2O1	/	7
C[C@@H]1CN([C@@H](C)CO)C(=O)c2cc(NC(=O)Nc3cccc4ccccc34)ccc2O[C@@H](C)CCCCO[C@@H]1CN(C)C	/	-3
C[C@@H]1CCCCO[C@@H](CN(C)C)[C@@H](C)CN([C@@H](C)CO)C(=O)c2cc(NS(=O)(=O)c3cn(C)cn3)ccc2O1	/	-3
COc1ccc(CN(C)C[C@H]2Oc3c(NC(=O)NC(C)C)cccc3C(=O)N([C@@H](C)CO)C[C@@H]2C)cc1	/	1
Cc1ccccc1CN(C)C[C@H]1OCc2cnnn2CCCC(=O)N([C@H](C)CO)C[C@H]1C	-3	13
CC(C)OC(=O)CSc1nc(-c2ccccc2)cc(C(F)(F)F)c1C#N	5	-31
Cc1cc(=O)oc2cc(NC(=S)NCc3ccccn3)ccc12	2	81*
C[C@@H]1CN([C@@H](C)CO)C(=O)c2cc(NC(=O)Nc3ccccc3)ccc2O[C@@H]1CN(C)Cc1ccc(C(F)(F)F)cc1	2	/

Reprinted from the entries so far for reference:
SMILES	STK33 inh	p53 PUMA act
CC(=O)C1=C(C)N(CC2CCCO2)C(=O)C1(NC(=O)c1ccc(C(C)(C)C)cc1)C(F)(F)F (configuration not stated)	-4	18
C[C@@H]1CCCCO[C@@H](CN(C)Cc2ccccc2)[C@@H](C)CN([C@H](C)CO)C(=O)c2cc(NS(C)(=O)=O)ccc2O1	-3	2
Cc1nnc(SCc2ccon2)n1-c1ccccc1	1	1

(listing goes on)
SMILES	STK33 inh	p53 PUMA act
C[C@@H]1CN([C@H](C)CO)C(=O)Cc2cc(NS(=O)(=O)c3cn(C)cn3)ccc2O[C@@H]1CN(C)C(=O)NC1CCCCC1	0	/
COC(=O)Nc1nc2ccc(C(=O)c3cccs3)cc2[nH]1	22*	/
COc1ccc(NC(=O)CN(C)S(=O)(=O)c2ccc(Br)cc2)c([N+](=O)[O-])c1	-2	0
O=C(Cn1cnc2ccccc2c1=O)Nc1ccc2c(c1)oc1ccccc12	6	43
O=C1N(CCS(=O)(=O)c2ccccc2)Cc2ccccc2[C@H]2OC(c3ccc(OCCCO)cc3)=N[C@@]12CCS(=O)(=O)c1ccccc1	13	/
CC(C)=CCc1c2c(c3occ(-c4ccc(O)cc4)c(=O)c3c1O)C=CC(C)(C)O2	1	/
O=S(=O)(NCc1ccccn1)c1ccc2ccccc2c1	-4	16
COc1ccc(NC(=O)CN(c2ccc(OC)c(Cl)c2)S(C)(=O)=O)cc1Cl	4	-2
C=CCn1c2ccccc2c2nnc(SCC(=O)N3c4ccccc4Sc4ccccc43)nc21	-1	-4
C[C@H](CO)N1C[C@H](C)[C@@H](CN(C)C(=O)Nc2ccc(F)cc2)Oc2c(NS(=O)(=O)c3cn(C)cn3)cccc2C1=O	2	/
C=C1CC[C@H]2C(=C)CC[C@@]3(O)C(=C)C(=O)O[C@@H]3[C@@H]12	-1	-7
COc1ccc(Cl)cc1NC(=O)Nc1cc(C)nc2ccccc12	/	15
C[C@@H]1CN([C@H](C)CO)C(=O)CCCn2nncc2CO[C@H]1CN(C)Cc1ccccc1C(=O)O	-3	/
Fc1ccc(N2CCN(CCC3OCCc4ccccc43)CC2)cc1 (configuration not stated)	4	-1
C[C@@H]1CN([C@H](C)CO)C(=O)Cc2cc(NC(=O)Nc3cccc4ccccc34)ccc2O[C@@H]1CN(C)Cc1ccncc1	-2	8
Cc1cc(Cl)ccc1N(CC(=O)Nc1cccc(C)c1C)S(C)(=O)=O	-7	4
CCC(C)/C=C(C)/C=C/C1=CC2=C(Cl)C(=O)C(C)(OC(C)=O)C(=O)C2=CN1CCCC(=O)O (configuration not stated)	-1	/
Cc1noc(C)c1NC(=O)Nc1ccc2c(c1)C(=O)N([C@@H](C)CO)C[C@@H](C)[C@H](CN(C)C(=O)Nc1c(C)noc1C)OCCCC[C@H](C)O2	/	-10
COc1ccc(NC(=O)CSc2ccccc2)cc1NC(=O)c1ccco1	3	13
C[C@H](CO)N1C[C@H](C)[C@H](CN(C)C(=O)CCC(F)(F)F)OCCCC[C@H](C)Oc2ccc(NC(=O)Cc3ccccc3)cc2C1=O	/	-2

Exported with values under each structure: part of the list above
Each structure is followed by: STK33 inh | p53 PUMA act
- C[C@@H]1CN([C@H](C)CO)C(=O)Cc2cc(NS(=O)(=O)c3cn(C)cn3)ccc2O[C@@H]1CN(C)C(=O)NC1CCCCC1
→ 0 | /
- CCC(C)/C=C(C)/C=C/C1=CC2=C(Cl)C(=O)C(C)(OC(C)=O)C(=O)C2=CN1CCCC(=O)O (configuration not stated)
→ -1 | /
- C[C@@H]1CN([C@H](C)CO)C(=O)CCCn2nncc2CO[C@H]1CN(C)Cc1ccccc1C(=O)O
→ -3 | /
- Cc1noc(C)c1NC(=O)Nc1ccc2c(c1)C(=O)N([C@@H](C)CO)C[C@@H](C)[C@H](CN(C)C(=O)Nc1c(C)noc1C)OCCCC[C@H](C)O2
→ / | -10

(further entries)
SMILES	STK33 inh	p53 PUMA act
CC1(C)CCC2(C(=O)OC3OC(COC4OC(CO)C(O)C(O)C4O)C(O)C(O)C3O)CCC3(C)C(=CCC4C5(C)CCC(OC6OCC(O)C(O)C6O)C(C)(C)C5CCC43C)C2C1O (configuration not stated)	2	13
O=C(OCc1cccc(O)c1O[C@@H]1O[C@H](CO)[C@@H](O)[C@H](O)[C@H]1O)C1(O)C(=O)C2C=CC1C1C=CC(=O)C(O)(C(=O)OCc3cccc(O)c3O[C@@H]3O[C@H](CO)[C@@H](O)[C@H](O)[C@H]3O)C21 (some centres not stated)	-2	-1
CNC[C@H]1OCCCC[C@@H](C)Oc2ccc(NS(=O)(=O)c3c(C)noc3C)cc2C(=O)N([C@H](C)CO)C[C@H]1C	/	11
O=C(CSc1ccccn1)Nc1ccc(Oc2ccccc2)cc1	2	7
Cn1c(SCC(=O)c2cc3ccccc3o2)nnc1-c1ccccc1	1	-13
C[C@H](CO)N1C[C@H](C)[C@@H](CN(C)S(=O)(=O)c2cn(C)cn2)Oc2c(NS(=O)(=O)c3cn(C)cn3)cccc2C1=O	/	-2
NS(=O)(=O)c1ccc(CNC(=O)c2cc(-c3cccnc3)nc3ccc(Br)cc23)cc1	0	21
COc1ccc(S(=O)(=O)Nc2ccc3c(c2)CC(=O)N([C@@H](C)CO)C[C@@H](C)[C@@H](CN(C)C(=O)Nc2ccc4c(c2)OCO4)O3)cc1	0	-11
CCOC(=O)c1c(NC(=O)CSc2ncn[nH]2)sc2c1CCCCC2	-3	-27
C[C@@H]1CN([C@H](C)CO)C(=O)CCCn2nncc2CO[C@H]1CN(C)C(=O)Nc1ccc(F)cc1	1	/
CC(C)(O)CC[C@@H](O)[C@](C)(O)C1CC[C@@]2(O)C3=CC(=O)C4C[C@@H](O)[C@@H](O)C[C@]4(C)C3CC[C@]12C (some centres not stated)	-1	/
CC(C)NC(=O)N(C)C[C@H]1OCCCC[C@H](C)Oc2ccc(NC(=O)Nc3ccccc3)cc2C(=O)N([C@@H](C)CO)C[C@H]1C	/	0
O=C(COc1ccc(Cl)cc1)Nc1ccc2oc(-c3cccc(F)c3)nc2c1	1	29
COc1cc(C2C(C(=O)c3cccs3)C(=O)C(=O)N2Cc2ccco2)cc(OC)c1OC (configuration not stated)	1	-4
C[C@@H]1CN([C@H](C)CO)C(=O)Cc2cc(NC(=O)Cc3cn(C)c4ccccc34)ccc2O[C@@H]1CN(C)Cc1ccc(Oc2ccccc2)cc1	-1	/
C[C@@H]1CN([C@H](C)CO)C(=O)c2cc(C#CC3CCCCC3)cnc2O[C@@H]1CN(C)C(=O)c1ccncc1	/	-1
Cc1ccc(S(=O)(=O)Nc2ccc3c(c2)C(=O)N([C@@H](C)CO)C[C@H](C)[C@H](CN(C)C(=O)CCC(F)(F)F)OCCCC[C@@H](C)O3)cc1	/	-3
O=C(CC1(O)C(=O)N(Cc2ccccc2)c2ccc(Br)cc21)c1ccc2c(c1)OCCO2 (configuration not stated)	1	-7
Cc1ccc(C)c(NC(=O)COc2ccc(C(=O)Nc3ccccc3C)cc2)c1	1	-3
Cc1noc(C)c1NC(=O)N(C)C[C@@H]1Oc2ccc(NC(=O)c3ccncc3)cc2CC(=O)N([C@H](C)CO)C[C@H]1C	/	6
C[C@@H]1CCCCO[C@@H](CN(C)Cc2ccc(C(=O)O)cc2)[C@@H](C)CN([C@H](C)CO)C(=O)c2cc(NC(=O)c3ccncc3)ccc2O1	1	6
C[C@H]1CN([C@@H](C)CO)S(=O)(=O)c2ccc(C#CCC3CCCC3)cc2O[C@@H]1CN(C)Cc1ccc(C(=O)O)cc1	/	9
C[C@@H]1CN([C@H](C)CO)C(=O)c2cc(NS(=O)(=O)c3ccc(F)cc3)ccc2O[C@H]1CN(C)Cc1ccc(C(F)(F)F)cc1	-2	/
CCN(CC(=O)Nc1cc(C(F)(F)F)ccc1Cl)S(=O)(=O)c1ccc(Cl)cc1	-4	-2
Cc1noc(C)c1S(=O)(=O)Nc1ccc2c(c1)C(=O)N([C@@H](C)CO)C[C@H](C)[C@@H](CN(C)CC1CC1)O2	-5	/
C[C@H](CO)N1C[C@H](C)[C@H](CN(C)C)OCCCC[C@H](C)Oc2ccc(NS(=O)(=O)c3ccc(Cl)cc3)cc2C1=O	/	3
CSc1nnc(-c2ccccc2NC(=O)c2ccccc2)c(=O)[nH]1	1	1
COC(=O)c1cccc(NC(=O)CSc2nc(C)cc(C(F)(F)F)n2)c1	4	-7
C[C@H]1CN([C@@H](C)CO)C(=O)c2cc(C3=CCCCC3)cnc2O[C@H]1CN(C)C(=O)Cc1ccncc1	/	11
Cc1cc(C)nc(SCc2noc(-c3ccc(Cl)cc3)n2)n1	-5	30
Cc1cc(OCC(=O)Nc2ccccc2C(=O)NC2CCCCC2)ccc1Br	0	7
C[C@H]1CN([C@@H](C)CO)C(=O)CCCn2nncc2CO[C@H]1CN(C)C(=O)c1ccncc1	0	/
C[C@H](CO)N1C[C@H](C)[C@H](CN(C)Cc2ccncc2)Oc2cc(C3=CCCCC3)ccc2S1(=O)=O	/	-27
C[C@H]1CN([C@@H](C)CO)C(=O)c2cc(NC(=O)C3CCCCC3)ccc2O[C@H]1CN(C)C(=O)Nc1cccc2ccccc12	-1	/
C[C@@H]1CCCCO[C@@H](CN(C)C(=O)CCCN(C)C)[C@@H](C)CN([C@H](C)CO)C(=O)c2cc(NC(=O)Nc3ccc4c(c3)OCO4)ccc2O1	3	/
Cc1ccc(S(=O)(=O)N(C)C[C@H]2Oc3ccc(NC(=O)Cc4cn(C)c5ccccc45)cc3C(=O)N([C@@H](C)CO)C[C@@H]2C)cc1	2	/
O=C(/C=C/c1ccc(O)cc1)NCCCCN(CCCN(CCCNC(=O)/C=C/c1ccc(O)cc1)C(=O)/C=C/c1ccc(O)cc1)C(=O)/C=C/c1ccc(O)cc1	2	-37
Cc1noc(C)c1S(=O)(=O)Nc1ccc2c(c1)CC(=O)N([C@@H](C)CO)C[C@H](C)[C@@H](CN(C)C)O2	/	11
CNC[C@@H]1Oc2ccc(NC(=O)CCC(F)(F)F)cc2C(=O)N([C@H](C)CO)C[C@@H]1C	-1	11
C[C@@H](O)C#Cc1ccc2c(c1)O[C@H](CN(C)C(=O)CC1CC1)[C@@H](C)CN([C@@H](C)CO)S2(=O)=O	/	11
C[C@@H]1CN([C@@H](C)CO)C(=O)CCCn2nncc2CO[C@@H]1CN(C)C	-1	-1
COCC(=O)N(C)C[C@@H]1Oc2ncc(C#Cc3ccccc3OC)cc2C(=O)N([C@H](C)CO)C[C@@H]1C	/	-1
COc1cccc(C#Cc2cnc3c(c2)C(=O)N([C@H](C)CO)C[C@@H](C)[C@H](CN(C)C)O3)c1	/	1
COc1ccc(C(C)NC(=O)c2cc(-c3ccccn3)nc3ccc(Cl)cc23)cc1OC (configuration not stated)	-2	-19

Some of the compounds tested, so the mix of outcomes need not match the whole.
